Bioassay records deposited in PubChem by SRMLSC.
SKBR3 24h inh – SK-BR-3 proliferation inhibitors; SK-BR-3 viability, CellTiter-Glo ATP luminescence, 24 h; hits give low values; viability, % at 10 µM; 41,000 compounds, 0.47% hits; AID 847;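 active = viability at or below the median of all test compounds minus 3 SD, in both replicates if run twice, cut at about 45% in these data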;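 note: 100% = median untreated cell wells and 0% = median positive control drug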
Starred values were filed as active, the others as inactive.

SMILES | SKBR3 24h inh
C=CCn1c(=O)c(C#N)cc2c(=O)n3ccccc3nc21 | 82.6
O=C(Nc1ccc(F)cc1)N(CCCN1CCOCC1)Cc1cc2cc3c(cc2[nH]c1=O)OCCO3 | 69.2
O=C(NC1CCCCC1)C(c1ccc(Cl)cc1)N(C(=O)c1cnccn1)c1ccc2c(c1)OCO2 (configuration not stated) | 56.0
CCC(C)(C)N1CC(=O)N(Cc2ccccc2)C(c2ccc(OC)cc2)C1=O (configuration not stated) | 74.2
COc1ccc(-c2noc(CCCc3ccccc3)n2)cc1OC | 92.4
CS/C(=N\S(=O)(=O)c1cccs1)Nc1ccc(N2CCOCC2)cc1 | 83.4
Cc1ccc(-c2nn(C)c(=O)c3ccccc23)cc1CO | 79.5
Cn1c(=O)[nH]c(=O)c2c1nc(NCCCO)n2Cc1ccc(F)cc1 | 80.2
CCn1c(SCC(=O)Nc2nc3c(s2)CCCC3)nnc1-c1ccccc1 | 84.5
Cc1ccc2nnc(Cl)n2n1 | 67.3
CSc1cccc(NS(=O)(=O)c2ccccc2)c1 | 89.9
CCOC(=O)c1ccc(NC(=O)COc2ccc(S(=O)(=O)NC(C)C)cc2)cc1 | 97.8
Cc1cccc(OCC(=O)N(Cc2cccs2)C2CCS(=O)(=O)C2)c1C (configuration not stated) | 95.4
CCC1CCCCN1C(=O)CSc1nc2c([nH]c3ccccc32)c(=O)n1C (configuration not stated) | 78.8
CC(=O)c1c(C)nc2ccccc2c1N | 84.0
COc1cccc(/C=N/n2c(C)c3c(C)nnc(C)c3c2C)c1O | 99.2
CCCCN1C(=O)c2ccc(C(=O)Nc3c(N)n(CCCC)c(=O)n(C)c3=O)cc2C1=O | 103.9
O=C(CCc1nc(-c2ccccc2F)no1)NC1CCCCCC1 | 97.9
CC(=O)c1ccc(-n2nncc2C)cc1 | 94.4
CCS(=O)(=O)NCCc1cc2c(OC)ccc(OC)c2[nH]c1=O | 112.0
Cc1nc(NC(=O)c2cccnc2)ccc1Br | 100.8
COc1ccc(CN2CCCCC2C(=O)Nc2ccc(OC)c(OC)c2)cc1OC (configuration not stated) | 100.8
CCOC(=O)CSc1nc2c(c(=O)[nH]c(=O)n2C)n1CCCc1ccccc1 | 93.3
COc1ccc(-c2noc(C3CCCN(C(=O)c4cccs4)C3)n2)cc1 (configuration not stated) | 111.2
CC(NS(=O)(=O)c1ccc(OCC(=O)N2CCOCC2)cc1)c1ccccc1 (configuration not stated) | 98.8
Cc1c(O)c(CN2CCCC2)cc2c3c(c(=O)oc12)CCC3 | 84.6
CCC(=O)N1Cc2ccccc2-c2ccccc2C1=O | 98.2
CC(=O)Nc1cccc(OCC(=O)NS(=O)(=O)c2ccc(C)cc2)c1 | 111.4
Cc1csc(N(C)C(=O)CSc2nnc(COc3cccc4ccccc34)o2)n1 | 82.9
O=C(OCC(=O)N1CCN(C(=O)c2ccco2)CC1)c1ccccc1OCc1ccccc1 | 91.9
Cc1cc(C)n(-c2nnc(C)n2/N=C/c2ccccc2OCc2ccccc2Cl)n1 | 92.8
C=CCSc1nc2c(c(=N)n1CC=C)C1CCCC1S2 (configuration not stated) | 100.2
COC(=O)[C@H](CCSC)NC(=O)Nc1ccc(OC)c(Cl)c1 | 93.4
Cc1cc(NC(=O)CCC(=O)N(c2cccnc2)C(C(=O)NC2CCCC2)c2ccccc2F)no1 (configuration not stated) | 104.9
CCOC(=O)COc1c(OC)cc(Cl)cc1C1NC(=O)NC(C)=C1C(C)=O (configuration not stated) | 97.2
CCC(c1nnnn1CCC(C)C)N1CCC(C(N)=O)CC1 (configuration not stated) | 93.0

Arranged by SMILES length (lowest first): 6 of the compounds above
SMILES | SKBR3 24h inh
CCC(=O)N1Cc2ccccc2-c2ccccc2C1=O | 98.2
C=CCSc1nc2c(c(=N)n1CC=C)C1CCCC1S2 (configuration not stated) | 100.2
CC(=O)Nc1cccc(OCC(=O)NS(=O)(=O)c2ccc(C)cc2)c1 | 111.4
Cc1csc(N(C)C(=O)CSc2nnc(COc3cccc4ccccc34)o2)n1 | 82.9
CC(NS(=O)(=O)c1ccc(OCC(=O)N2CCOCC2)cc1)c1ccccc1 (configuration not stated) | 98.8
O=C(OCC(=O)N1CCN(C(=O)c2ccco2)CC1)c1ccccc1OCc1ccccc1 | 91.9

(more compounds)
SMILES | SKBR3 24h inh
CCCc1cc(NCCCCO)n2c(nc3ccccc32)c1C#N | 64.6
COc1cc2nc(CC(C)C)n(NC(=O)c3ccccc3)c(=O)c2cc1OC | 91.6
O=C1CC(C2CCCO2)C(=O)N1Cc1ccccc1 (configuration not stated) | 104.6
CC(C)NC(=O)CCCc1ccccc1 | 110.3
CC(C)(C)c1nc2ccccc2c2nnc(SCC(=O)NCc3ccco3)n12 | 109.3
O=C1c2ccccc2C(=O)N1CC1=CCS(=O)(=O)C1 | 100.7
O=C(Nc1ccc2c(c1)OCO2)N1CCN(c2ncccn2)CC1 | 86.8
O=CN1CCC(=O)N(Cc2ccccc2)c2ccccc21 | 73.8
CCCC(C)(C)NC(=O)CCCCC(=O)NC(C)(C)CCC | 77.2
CCOC(=O)CSc1nnc(-c2ccc(Cl)cc2Cl)o1 | 83.1
Cc1cccc(NC(=O)CCN2CCN(C/C=C/c3ccccc3)CC2)c1 | 80.1
COc1ccc(C(=O)NC(C)c2nnc(SCC(=O)Nc3nc4ccccc4s3)n2C)cc1 (configuration not stated) | 100.8
CCOC(=O)CNC(=O)CSc1nnc(Cn2cnc3ccccc32)n1C | 86.7
CC(C)C(c1nnnn1Cc1ccc(F)cc1)N1CCSCC1 (configuration not stated) | 90.9
O=C(c1ccc2c(=O)n(CC3CCCO3)c(=S)[nH]c2c1)N1CCN(c2ccccc2)CC1 (configuration not stated) | 78.1
COc1cc(OC)c(C(=O)Nc2ncn[nH]2)cc1OC | 85.9
Cc1cc2n(n1)C(c1sccc1C)Nc1c(C)cccc1-2 (configuration not stated) | 77.5
O=C(C1CCCO1)N1CCC(c2nc3ccccc3[nH]2)CC1 (configuration not stated) | 114.3
Cc1c(C(=O)N2CCN(C)CC2)oc2c1C(=O)CC(C)(C)C2 | 87.6
O=C1CC(c2ccco2)CC(O)=C1C=NCC1NCCc2ccccc21 (configuration not stated) | 91.6
CC1=C(C(=O)NCc2ccccc2)C(c2cccs2)n2ncnc2N1 (configuration not stated) | 114.8
O=C(CSc1nnnn1-c1ccccc1)Nc1nc(-c2ccccc2)ns1 | 101.0
Cc1nc(CCNS(=O)(=O)c2cccs2)cs1 | 73.5
CCOC(=O)c1c(C)oc2cc(Br)c(OC(C)C(=O)OCC)cc12 (configuration not stated) | 83.2
Cn1c(SCC(=O)N2CCN(c3cccc(Cl)c3)CC2)nnc1-c1ccncc1 | 68.5
CCc1ccc(-c2cn3nc(C)c(C)nc3n2)cc1 | 82.7
Cc1[nH]nc2c1C(C1CC=CCC1)C(C#N)=C(N)O2 (configuration not stated) | 82.5
Cc1ccc2c(c1)[nH]c1c(=O)n(CCN3CCNCC3)cnc12 | 89.5
O=S(=O)(Cc1ccccc1)N1CCCC(c2nc(-c3ccc(F)cc3)no2)C1 (configuration not stated) | 86.1
O=C(C1CCCN(Cc2ccccc2Br)C1)N1CCCCC1 (configuration not stated) | 100.9
O=c1[nH]c(CN2CCCCC2)nc2c1C1(CCCC1)Cc1ccccc1-2 | 78.4
c1cnc(N2CC[N+]3(CCCC3)CC2)nc1 | 89.8
COc1ccc(NC(=O)CCOc2ccccc2)c(OC)c1 | 84.1
O=C(O)c1ccc(S(=O)(=O)NC2CCCc3ccccc32)cc1 (configuration not stated) | 86.9
CCOC(=O)NC(Nc1cc(C)on1)(C(F)(F)F)C(F)(F)F | 85.0
CCn1c(C)c(C(C)=O)c(NCc2ccccc2)nc1=S | 110.6
CCOc1cc(C2c3c(n[nH]c3C)C(=O)N2c2ccc(C)cc2)ccc1O (configuration not stated) | 103.6
COC(=O)CN(c1cc(OC)ccc1OC)S(=O)(=O)c1ccc(OC)c(OC)c1 | 82.7
Cc1ccc2[nH]c(=O)c(C(c3nnnn3CC3CCCO3)N3CCOCC3)cc2c1 (configuration not stated) | 95.3
COc1ccc2nc(NC3=NCN(CC4CCCO4)CN3)nc(C)c2c1 (configuration not stated) | 100.1
Cc1ccccc1Cn1c(=O)c2c(nc3n2CCCN3Cc2ccccc2)n(C)c1=O | 93.7
COc1ccc(CCn2c(C)cc3c(c2=O)C(c2ccc4c(c2)OCO4)C(C#N)=C(N)O3)cc1OC (configuration not stated) | 132.4
CC1(C)Cc2c(c(=S)nc(-c3ccccc3)n2CCCN2CCOCC2)CO1 | 79.7
CC(=O)[C@@H]1[C@@H]2C(=O)N(Cc3ccccc3)C(=O)[C@@H]2C2c3ccccc3C=CN21 (some centres not stated) | 102.6
Cc1ccc(C(C(=O)NC2CCCC2)N(Cc2cccs2)C(=O)CNC(=O)c2cccs2)o1 (configuration not stated) | 78.7
CCN(CC)c1cc(C)c2cc(NC(=O)CNC(C)=O)ccc2n1 | 73.2
CCOc1ccc(CNC(=O)NS(=O)(=O)c2ccc(OC)cc2)cc1 | 71.9
Cc1ccc(OCc2nnc(SCc3nc4ccccc4[nH]3)n2Cc2ccco2)cc1 | 72.7
COc1ccc(OC)c(-n2cc3c(=O)n(C)c(=O)n(C)c3c2)c1 | 114.3
COc1ccc2oc(C)c(C(=O)Cn3ccnc3)c2c1 | 100.5
COCCn1c(=O)[nH]c2cc(C(=O)NCCc3ccc(OC)c(OC)c3)ccc2c1=O | 67.1
CCOC(=O)c1c(NC(=O)c2ccco2)sc(C(=O)N2CCCC2)c1C | 87.7
Cc1sc(NC(=O)CSc2nnc(-c3ccccc3)o2)c(C#N)c1C | 85.4
CC(C)OC(=O)CSc1nc2ncccc2[nH]1 | 98.3
CN1C(=O)C2CN(CCc3ccccc3)CNC2N(C)C1=O (configuration not stated) | 84.5
CCOC(=O)COc1ccc(S(=O)(=O)NCc2ccco2)cc1 | 90.3
COc1ccccc1CC(=O)NCCc1ccc(S(N)(=O)=O)cc1 | 111.1
O=C(CC(=O)Nc1ccccn1)Nc1ccccn1 | 98.8
CS(=O)(=O)N1CCN(c2nnc(-c3ccccc3)c3ccccc23)CC1 | 92.7
Cc1cc2cc(C)c3nnc(SCC(=O)NCc4ccco4)n3c2cc1C | 84.1
Continuation.
SMILES | SKBR3 24h inh
c1ccc2c(c1)nc(CN1CCOCC1)n1c3ccccc3nc21 | 92.1
COc1ccc(N(C)S(=O)(=O)c2ccc3c(c2)CCC(=O)N3)cc1 | 81.2
CC1=C(C(=O)Nc2ccccc2)C(c2ccc(C)o2)n2ncnc2N1 (configuration not stated) | 96.7
CCOC(=O)c1c(NC(=O)c2ccco2)sc2c1CCCC2 | 87.8
O=C(Nc1cccc(F)c1)c1ccc2c(c1)OCO2 | 90.0
c1ccc(-c2nnc(CSc3nc4ccccc4[nH]3)o2)cc1 | 80.8
COc1ccccc1CNc1nc2nc(C)cc(=O)n2[nH]1 | 97.0
CCOC(=O)CSc1nnc(CNc2nc(-c3ccccc3)cs2)n1C | 80.6
COc1cccc(C(=O)Nc2cc(NC(=O)c3ccco3)ccc2OC)c1 | 75.2
C=CCc1c(C)nc(SC)nc1Nc1ccc(C(C)=O)cc1 | 79.7
CCOc1ccc(C2C(C(=O)c3ccco3)=C(O)C(=O)N2Cc2cccnc2)cc1 (configuration not stated) | 100.7
CCCCOc1ccc(NC2=NC3(CCCCC3)N=C(N)N2)cc1 | 102.6

7 compounds drawn at random from the list so far:
SMILES | SKBR3 24h inh
COc1cccc(C(=O)Nc2cc(NC(=O)c3ccco3)ccc2OC)c1 | 75.2
CCCCOc1ccc(NC2=NC3(CCCCC3)N=C(N)N2)cc1 | 102.6
O=C(Nc1cccc(F)c1)c1ccc2c(c1)OCO2 | 90.0
c1ccc2c(c1)nc(CN1CCOCC1)n1c3ccccc3nc21 | 92.1
C=CCc1c(C)nc(SC)nc1Nc1ccc(C(C)=O)cc1 | 79.7
CC1=C(C(=O)Nc2ccccc2)C(c2ccc(C)o2)n2ncnc2N1 (configuration not stated) | 96.7
CCOc1ccc(C2C(C(=O)c3ccco3)=C(O)C(=O)N2Cc2cccnc2)cc1 (configuration not stated) | 100.7

Other results
SMILES | SKBR3 24h inh
COc1cccc(C(=O)Nc2ccc(NC(=O)C3CC3)cn2)c1 | 89.5
COC(=O)c1ccccc1NC(=O)CC#N | 92.0
CC(=O)C1=C(C)OC(N)=C(C#N)C1c1ccncc1 (configuration not stated) | 93.2
N#CC1=C(N)N(c2ccccc2)C2=C(C(=O)CCC2)C1c1ccsc1 (configuration not stated) | 55.0
COC(=O)c1nonc1NCn1nnc2ccccc21 | 80.2
Cc1cc(C)cc(N2C(=O)CC(n3ccnc3)C2=O)c1 (configuration not stated) | 98.8
CCCCCC1CC(CC(=O)O)C(=O)O1 (configuration not stated) | 79.3
O=C(O)CC1SC(=Nc2cccc(C(F)(F)F)c2)NC1=O (configuration not stated) | 86.0
O=C(CCn1c(=O)oc2ccccc21)N1CCc2ccccc21 | 94.7
O=c1c2[nH]c3ccc(Br)cc3c2ncn1CCCn1ccnc1 | 77.2
CCOc1ccccc1Nc1nnc(C)c(=O)[nH]1 | 94.3
COc1cc(C(=O)N2CCC(n3cnc4cc(F)ccc43)CC2)cc(OC)c1OC | 70.6
CSCCC1NC2(C(=O)Nc3ccc(Cl)cc32)[C@@H]2C(=O)N(C3CCCC3)C(=O)[C@H]12 (some centres not stated) | 117.6
On1cnnc1-c1ccccc1 | 92.5
CCOc1ccc2nc(NC(=O)c3ccc(S(=O)(=O)N4CCOCC4)cc3)sc2c1 | 52.0
Cc1ccc2[nH]c(=O)c(CN(Cc3ccc4c(c3)OCO4)Cc3nnnn3Cc3ccco3)cc2c1 | 90.7
c1ccc(COc2ccc(Oc3nc(N4CCCCC4)nc(N4CCOCC4)n3)nn2)cc1 | 92.1
CC(=O)OC1c2c(ccc3ccc(=O)oc23)OC(C)(C)C1OC(=O)CC(C)C (configuration not stated) | 100.9
CSc1nsc(NC(=O)Cc2ccccc2)n1 | 90.1
c1coc(CNc2ncnc3ccccc23)c1 | 77.8
Cc1ccc(Cn2c(=N)n(CC(O)c3ccco3)c3ccccc32)cc1 (configuration not stated) | 69.9
CCn1c(SCC(=O)OC)nc2sc3c(c2c1=O)CCC3 | 101.2
Cc1cc(=O)[nH]c(SCC(=O)NCc2ccco2)n1 | 92.9
CCOc1ccc(C(CC(=O)O)NC(=O)COc2ccccc2)cc1 (configuration not stated) | 116.4
Cn1c(COc2ccccc2)nnc1SCCN1CCOCC1 | 105.8
Cn1c(/C(C#N)=C/Nc2ccccn2)nc2ccccc21 | 105.8

This is a subset; count on the stated rates, not on these rows.
